mcGAS inh: cyclic GMP-AMP synthase inhibitors, mouse, primary biochemical chemiluminescence; inhibition, % at 12.5 µM; AID 1259399, 2018; Q8C6L5; 0.15% of 160,000 active; recombinant cGAS, Kinase-Glo ATP depletion luminescence;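 further: 0% = negative control wells and 100% = reference inhibitor with no enzyme activity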
NPYLR7 agonist: agonists of mosquito NPYLR7 receptor, primary screen, cell-based, Aedes aegypti, calcium fluorescence, mosquito biting behavior; 0.15% of 270,000 active; activation, % at 10 µM; HEK293T NPYLR7/Galpha15, GCaMP6s calcium fluorescence; AID 1259423, 2018; Aedes aegypti neuropeptide Y-like receptor 7 (NPYLR7); in the data active means activation above about 40%;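 further: 0% = vehicle and 100% = reference agonist at the receptor; some compounds past the cut are filed as inactive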
hcGAS inh: Primary biochemical luminescence assay for human cyclic GMP-AMP synthase inhibitors | Q8N884 | recombinant h-cGAS, ATP depletion, Kinase-Glo luminescence | inhibition, % at 12.5 µM | 0.081% of 290,000 active | AID 1259398, 2018;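 further: 0% = vehicle reaction and 100% = reaction without DNA for no activity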
Target sequence (Q8N884 whole entry, looked up): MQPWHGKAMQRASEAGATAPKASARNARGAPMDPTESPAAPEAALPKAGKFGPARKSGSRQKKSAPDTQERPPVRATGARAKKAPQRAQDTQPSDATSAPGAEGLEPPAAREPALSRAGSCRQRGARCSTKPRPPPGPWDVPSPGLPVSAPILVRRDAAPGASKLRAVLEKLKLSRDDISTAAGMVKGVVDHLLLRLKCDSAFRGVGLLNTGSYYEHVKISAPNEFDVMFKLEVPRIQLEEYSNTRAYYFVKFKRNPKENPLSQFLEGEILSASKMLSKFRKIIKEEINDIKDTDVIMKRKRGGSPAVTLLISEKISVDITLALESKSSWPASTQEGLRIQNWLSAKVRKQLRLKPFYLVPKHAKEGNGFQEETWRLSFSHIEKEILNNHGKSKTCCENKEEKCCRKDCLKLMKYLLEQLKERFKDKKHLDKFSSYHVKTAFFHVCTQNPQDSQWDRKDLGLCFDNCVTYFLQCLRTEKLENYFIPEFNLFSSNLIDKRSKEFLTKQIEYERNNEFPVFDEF
Starred values were filed as active, the others as inactive; / = no result given; & = joins results of further samples. Unless noted, no stated cut-off is given here; in the data, active means inhibition above about 40%; inactive means the rest.

canonical_smiles	mcGAS inh	NPYLR7 agonist	hcGAS inh
COc1ccccc1-c1cccc(-c2cccc(NC(=O)CCC3CCCC3)c2)n1	-6	-7	-6
COC(=O)c1ccc(COC(CN2CCN(S(=O)(=O)c3c(F)cccc3F)CC2)c2cccc(OC)c2)cc1 (centres undefined)	-6	/	-3
CN1CCCNC(=O)C12CCN(C(=O)C(O)c1ccc(F)cc1)CC2 (centres undefined)	/	1	-8
O=C(Nc1cc(C(F)(F)F)ccc1N1CCCCC1)c1cccnc1Oc1ccc(Cl)cc1	-4	1	-8
S=c1[nH]nc(-c2cccnc2)n1-c1ccc(Br)cc1	/	9	-13
COC(=O)C1=C(C)NC(C)=C(C(=O)OC)C1c1ccc(N(C)C)cc1	-8	3	-4
CN(CC(O)c1ccccc1Cl)C1CCc2ccccc21 (centres undefined)	-7	-2	-6
Cc1cc(C(=O)NC2CCS(=O)C2)c(C)n1C1CCCCC1 (centres undefined)	/	3&-15	-12&-6
COc1ccc(-c2ccc(N3CCCC(C(=O)Nc4ccc(C(N)=O)cc4)C3)nn2)cc1 (centres undefined)	-9	-8	-4
CCCCOc1ccc(C(=O)N2CCN(c3nc(CCCC)nc4c3c(C)nn4-c3ccccc3)CC2)cc1	-4	5	-2
CNC(=O)C1CCN(C(=O)c2c(C)nn(CC(C)C)c2Cl)CC1	/	-25	-3
O=C(CN1CCN(S(=O)(=O)c2ccc3c(c2)CCC3)CC1)Nc1ccccc1	/	-1	-1
COC(=O)c1c(NC(=O)c2sc(NC3CCCCC3)c(C(N)=O)c2N)sc2c1CCCC2	/	-2	-7
COC1CCN(c2ccc(-c3nc(Cc4ccccc4)no3)cn2)CC1	/	14	-10
CCCSc1cc(N2CCOCC2)nc(-c2ccccc2Cl)n1	/	2	-7
COc1ccc2c(c1)NC(=O)CCC2	-11	0	-3
Cc1cc(NC(=O)c2cc(C)n(C)n2)n(-c2ccccc2)n1	-8	4	-8
N#CC(C#N)=NNc1ccc(SC(F)F)cc1	/	32	-4
C=C1C(C)(C)[C@H]2CC[C@]1(C(=O)N1CCn3c(C(N)=O)cnc3C1)C2	-22	1	-4
COCCOc1nc(-c2cccc(C(F)(F)F)c2)n(-c2ccc(NC(=O)CSc3ccccc3)cc2)n1	-8	/	-1
Cn1cc(Cl)c(C(=O)Nc2cccc(NC(=O)Cc3ccccc3)c2)n1	/	14	-4
O=S(=O)(NCCOc1ccc(-c2cccs2)nn1)c1cccs1	-5	-1	-8
O=C(Cn1nc2c(c1NC(=O)c1c[nH]c3ccccc13)CSC2)NCc1ccco1	5	-2	-1
CCCCC1CCC(c2cc(NC(=O)CS(=O)(=O)C(C)C)n[nH]2)CC1 (centres undefined)	/	7	-6
Cc1ccc(Cc2nc(N3CCN(S(=O)(=O)Cc4ccccc4)CC3)c3c(C)nn(-c4ccccc4)c3n2)cc1	-4	3	-6
C=c1c(C#N)c2[nH]c(N)c(C#N)c(C)c-2/c1=C\c1ccc(-c2cccc(Cl)c2)o1	-6	3	-3
CCS(=O)(=O)N1CCC(Nc2nc3ccccc3o2)CC1	/	11	-4
C/C(=C/C(=O)N(C)Cc1cccc(C(N)=O)c1)CCc1ccccc1	/	8	-6
CC(=O)NCCc1cn(Cc2nc(-c3ccco3)oc2C)cn1	-4	-7	2
CSCc1nc(CNC(=O)c2ccc3[nH]c(=O)[nH]c3c2)cs1	-14	-3	-10
CCOc1ccc(-n2c(C(C)N(CCN(C)C)C(=O)Nc3c(C(C)C)cccc3C(C)C)nc3ccccc3c2=O)cc1 (centres undefined)	-5	4	-3
N[C@H]1CN[C@H](C(=O)N2CCN(C3CCCCC3)C(=O)C2)C1	/	-10	-1
CN(C)c1ccc(C(=O)N2CCC(O)(c3ccc(Br)cc3)CC2)c2ccccc12	/	8	-3
Cc1nn(Cc2sc3ccccc3c2Cl)c(=O)c(C#N)c1C	/	11	-4
COc1cccc(OC)c1C(=O)N1CCN(c2nc(Cc3ccc(F)cc3)ns2)CC1C (centres undefined)	0	-8	2
O=C(N[C@@H]1CCCCC1NC(=O)C1CCN(C(=O)c2cccc(F)c2)CC1)c1ccccc1 (some centres undefined)	-5	1	-7
Cc1cc(C)cc(-n2nc3c(c2NC(=O)Cc2cccs2)CSC3)c1	-1	-3	2
O=C1[C@@H]2OC[C@@H](O2)[C@H]2[C@@H]1[C@@H]1c3ccccc3C=CN1[C@H]2C(=O)c1ccccc1	/	18	-1
CCOc1ccc(-n2nnnc2CNS(=O)(=O)c2cccc(C(F)(F)F)c2)cc1	1	-3	2
c1ccc(C(CNC2CSCCSC2)N2CCOCC2)nc1 (centres undefined)	/	3	-5
COc1ccc(CN(C(=O)c2ccc3c(c2)OCO3)C(C)C)cc1OS(C)(=O)=O	-6	-12	-9
CCc1cc(-c2ccn[nH]2)ccc1NC(C)=O	/	-4	-4
CCc1nc2ccc(C(=O)NCCCN3CCCC3=O)cn2c1N(CC)CCOC	-3	-1	0
CC(C)COc1nc(-c2cccc(F)c2)n(-c2ccc(NS(=O)(=O)c3ccc(F)cc3)cc2)n1	-9	19	-2
CCn1c(C)cc(O)c(C(c2ccc(OC)cc2)N2CCN(CCO)CC2)c1=O (centres undefined)	/	10	-5
O=C(CCl)NC(=O)c1cccc2ccccc12	-2	-9	1
Cc1ccc(-c2nnc(SCc3ccc(C(=O)O)cc3)n2Cc2ccccc2)cc1	-4	10	-5
COc1cccc(-c2nccn2CCc2cnc[nH]2)c1OC	/	2	0
CC[C@H](C)C(=O)NC(c1ccc(S(C)(=O)=O)cc1)c1ccc2c(c1)CCO2 (some centres undefined)	0	0	0
CC(C)CN1CCC(NC2CC(c3cc(=O)[nH]cn3)C2)CC1 (centres undefined)	-6	/	-7
COc1ccc(/C=N\NC(=O)c2cc3ccccc3oc2=O)c(OC)c1	-5	1	5
CC(=O)N1CCC(C(=O)NC(C)c2ccccc2C)CC1 (centres undefined)	/	-5	-9
CN(Cc1cccc(N2CCN(S(=O)(=O)c3ccc4ccccc4c3)CC2)c1F)S(C)(=O)=O	-8	2	2
Cc1cc(C)cc(CSCC(=O)N2CCC3(CC2)C(=O)NCCN3C)c1	-1	2	1
c1ccc2oc(NC3=NCN(C4CCCCC4)CN3)nc2c1	/	15	1
COc1ccccc1NC(=O)Cn1c(-c2ccoc2)nc(C)c1C	/	9	-3
NCC12CC3CC(CC(C3)C1)C2	-11	14	-6
CCN(C(=O)C(C)Sc1n[nH]c(C(C)C)n1)c1ccccc1 (centres undefined)	/	4	-1
CCN(CC)CCNC(=O)c1cccc(N)c1Nc1ccccc1	-4	0	-8
CC(C)c1nc(CN2CCCCC2C)cc(=O)[nH]1 (centres undefined)	-3	/	0

The list continues.
canonical_smiles	mcGAS inh	NPYLR7 agonist	hcGAS inh
COc1cccc(C(=O)Nc2cc(-c3nc4ccccc4o3)ccc2Cl)c1	-4	4	-3
N#CC1C(=N)Oc2n[nH]c(-c3ccc(Cl)cc3)c2C1c1ccc2c(c1)OCO2 (centres undefined)	/	5	-5
CCC1CN(C(=O)c2cnn(-c3cccc(C(F)(F)F)c3)c2C)CCO1 (centres undefined)	/	10	-4
CC(=O)Nc1cc(C(=O)NCc2ccc(C)c(F)c2)cc2ncn(CCc3ccccn3)c12	-11	18	-5
CC1C=CCC2C(=O)N(c3cccc(O)c3)C(=O)C12 (centres undefined)	-4	12	-2
CSc1cccc(C(=O)N(CCN(C)C)c2nc3ccc([N+](=O)[O-])cc3s2)c1	-4	-1	-8
CC(C)N(Cc1nnc(-c2ccccc2)o1)C(=O)c1ccc(C#N)cc1	-1	4	5
COCCN(CC(=O)N(CCc1c[nH]c2ccccc12)Cc1ccc(F)cc1)C(=O)Nc1ccccc1OC	-4	2	-6
CN(C)CCN(Cc1ccccc1)C(=O)CN1C(=O)C(Oc2ccccc2)C1c1ccccc1 (centres undefined)	/	2	-4
Cc1cc(C)n(C)c(=O)c1C(=O)NCc1cn2c(n1)SCC2	/	12	-3
Cc1cc(C(C)Nc2cncc(Cl)n2)c(C)o1 (centres undefined)	/	-24	-4
O=C(c1ccc(Cl)c(Cl)c1)N1CCC(c2nc(-c3ccc(F)c(F)c3)no2)CC1	-3	2	-1
CCN(CC)C(=O)/C(C#N)=C/c1cc(O)c(O)c([N+](=O)[O-])c1	/	-11	-6
C=CCn1c(SCC(=O)Nc2ccc(C(=O)OCC)cc2)nc2sc3c(c2c1=O)CCC3	-5	-8	-5
CCOc1ccc(-c2onc(C)c2-c2ccc(OC)c(OC)c2)c(O)c1	-10	3	-5
CC(C)CN(C(=O)CSc1nncs1)c1c(N)n(CC(C)C)c(=O)[nH]c1=O	/	14	-12
O=C(C1CNCCN1C(=O)c1cc2c(s1)CCCC2)N1CCOCC1 (centres undefined)	/	9	-4
COc1ccc(C(=O)N2CCN(C(C(=O)N3CCOCC3)C3CCCC3)CC2)cc1OC (centres undefined)	/	-4	4
COc1ccc(-c2cc(C(=O)N3CCC(Cc4ccccc4)CC3)n(-c3ccc(Cl)c(Cl)c3)n2)c(OC)c1	-4	-2	-12
Cc1cc(NC(=O)Cn2nc(C)c(S(=O)(=O)N3CCOCC3)c2C)no1	/	-1	-1
O=C(c1cc(-c2ccccc2F)n2nc(-c3ccccc3)cc2n1)N1CCN(Cc2ccccc2)CC1	-6	3	-3
CCOC(=O)c1nn(-c2ccc(C(F)(F)F)cc2)c(=O)c2c(NC(=O)CC)scc12	-6	10	-3
CC(C)c1ccc(NC(=O)NCc2ccc(S(=O)(=O)N(C)C)cc2)cc1	-3	2	1
COc1ccc(CCNc2cc(-n3ccnc3)ncn2)cc1	/	0	-5
CN1C[C@@H](NC(=O)C2CCC2)C[C@H]1C(=O)NCCc1c[nH]c2ccccc12	-14	-4	-5
CCN(CC)S(=O)(=O)N(Cc1cccc(C)c1)Cc1ccccn1	/	-8	8
N#Cc1ccc(OCCSC2=NCCS2)cc1	/	3	-8
NC(=O)C1CCCCC1NS(=O)(=O)c1ccc(F)c(F)c1F (centres undefined)	-16	3	-6
CC1(C)C2(C(=O)N3CCC(Cc4ccc(-n5cccc5)cc4)CC3)CC[C@@]1(C)C(=O)O2	-7	22	-8
CC(C)Oc1ccc(C(=O)N2CCN(c3ncnc4c3nnn4Cc3ccccc3)CC2)cc1	-10	-8	-6
N#Cc1cc(C(=O)c2ccccc2O)cn(C2CC2)c1=O	-6	12	-6
Fc1ccc(-n2cc(CNCCN3CCOCC3)c(-c3ccccc3Cl)n2)cc1	/	5	-7
O=C(Nc1onc2c1CCC2)c1ccc2ncsc2c1	-7	10	-7
CC(C)C(=O)N(Cc1nccn1Cc1ccc(C(F)(F)F)cc1)CC1CC1	-3	5	5
CCOC(=O)c1ccc(OC2CC3CCC(C2)N3C(=O)c2ccc(CSc3ccc([N+](=O)[O-])cn3)cc2)cc1 (centres undefined)	-9	16	-19
COc1cc(-c2nnc(-c3cccnc3)o2)cc(OC)c1OC	/	-1	1
CCCCOc1ccc(C(=O)Nc2c(-c3cccc(OC)c3)nc3ccccn23)cc1	2	-15	2
Cn1cc(C(=O)Nc2ccc(F)c(S(=O)(=O)N3CCOCC3)c2)cn1	-6	-1	-6
CCN(CC)C(=O)Oc1ccc2c(ccn2Cc2cc(Br)cc(Br)c2)c1-c1ccc(OC)c(OC)c1	1	11	1
CCOC(=O)[C@@H]1[C@@H](OC)C(=O)N(C)C12CCN(C(=O)Cc1ccccc1)CC2	-7	25	-6
Oc1oc(-c2ccc(Cl)cc2)nc1C=Nc1cccc(C(F)(F)F)c1	-5	15	-5
CN(CCc1nccs1)C(=O)Nc1cccc(F)c1	-7	10	-7
COc1ccc(O)c(C=Nc2ccc3c(c2)OCO3)c1	/	-6	-9
N#Cc1ccc(CS(=O)(=O)NCC2(c3ccccc3)CC2)cc1	/	2	-1
CCOc1ccc(NC(=O)N2CCSC2c2cccc(Oc3ccccc3)c2)cc1 (centres undefined)	-4	1	-5
O=C(NCc1ccc(F)c(F)c1)c1cn(CCc2ccccc2)nn1	-11	17	-9
CC(C)Cc1cc(C(=O)N[C@@H]2COCC[C@@H]2OCC2CC2)nc(=O)[nH]1	-5	/	-15
CCn1nnc2c(=O)n(Cc3ccccc3F)cnc21	/	1	-6

Filtered by structure, the compounds so far with a furan ring, fused or not (five)
canonical_smiles	mcGAS inh	NPYLR7 agonist	hcGAS inh
O=C(Cn1nc2c(c1NC(=O)c1c[nH]c3ccccc13)CSC2)NCc1ccco1	5	-2	-1
C=c1c(C#N)c2[nH]c(N)c(C#N)c(C)c-2/c1=C\c1ccc(-c2cccc(Cl)c2)o1	-6	3	-3
CC(=O)NCCc1cn(Cc2nc(-c3ccco3)oc2C)cn1	-4	-7	2
COc1ccccc1NC(=O)Cn1c(-c2ccoc2)nc(C)c1C	/	9	-3
Cc1cc(C(C)Nc2cncc(Cl)n2)c(C)o1 (centres undefined)	/	-24	-4

Single records (already shown):
Fc1ccc(-n2cc(CNCCN3CCOCC3)c(-c3ccccc3Cl)n2)cc1 in the list: mcGAS inh: /; NPYLR7 agonist: 5; hcGAS inh: -7
COc1cc(-c2nnc(-c3cccnc3)o2)cc(OC)c1OC in the list: mcGAS inh: /; NPYLR7 agonist: -1; hcGAS inh: 1

Screening data: PubChem, Fisher Drug Discovery Resource Center
